# RGS4 inh = inhibitors of human RGS4; HEK293 M3R/RGS4 inducible, Fluo-4 calcium flux; stronger effect = higher value; triggered by carbachol at its EC20; P49798; B-score at 10 µM; actives 0.45% (n = 310,000);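 active means B-score, a plate-corrected calcium signal, over three deviations above library mean, with baseline fluorescence within five deviations of library mean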;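 further: RGS4 expression induced by doxycycline in cells with stable M3 receptor; B-score is computed from the integrated fluorescence ratio over baseline after carbachol; higher B-score means a larger calcium signal and so more RGS4 inhibition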
# Target sequence (P49798 whole entry, looked up): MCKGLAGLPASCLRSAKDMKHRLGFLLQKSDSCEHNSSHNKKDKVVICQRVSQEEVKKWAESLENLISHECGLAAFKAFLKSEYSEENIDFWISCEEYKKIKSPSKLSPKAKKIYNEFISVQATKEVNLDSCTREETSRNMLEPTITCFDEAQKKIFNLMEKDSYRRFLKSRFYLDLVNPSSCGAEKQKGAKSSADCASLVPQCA
# TRPC6 inhibitor = mouse TRPC6 channel inhibition. AID 2553. Q61143. HEK293-TRPC6, membrane potential dye, ACh-evoked depolarization; stronger effect = lower value. B-score at 10 µM. actives 1.1% (n = 310,000);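 active means B-score under library mean minus 3 SD, initial fluorescence not abnormally high, positive integrated signal ratio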;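 further: B-score derived from integrated fluorescence ratio over the kinetic read; more negative B-score means stronger inhibition of depolarization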
# ANO1 activ = activates or potentiates the mouse TMEM16A chloride channel. Q8BHY3. HEK293 TMEM16A/YFP-H148Q/I152L, iodide quench fluorescence; stronger effect = lower value. B-score at 10 µM. actives 0.3% (n = 340,000). AID 623877;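 active means fluorescence-ratio B-score plate-corrected deviation score at least 3 library SD below zero, with starting fluorescence score within 5 deviations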;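 further: channel opened by trigger with iodide after compound preincubation; score built on the fluorescence ratio of max minus min over baseline; more negative score means more quench and so TMEM16A activation or potentiation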
# MrgX1 agonist = agonists of human MrgX1 receptor. Q96LB2. MrgX1-HEK293 cells, Fluo-4 calcium fluorescence, agonist mode; stronger effect = higher value. B-score at 10 µM. actives 0.44% (n = 310,000). AID 588627;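 active means calcium response B-score plate-corrected fluorescence ratio at least 3 library SD, with starting fluorescence B-score inside 5 SD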
# Target sequence (Q96LB2 whole entry, looked up): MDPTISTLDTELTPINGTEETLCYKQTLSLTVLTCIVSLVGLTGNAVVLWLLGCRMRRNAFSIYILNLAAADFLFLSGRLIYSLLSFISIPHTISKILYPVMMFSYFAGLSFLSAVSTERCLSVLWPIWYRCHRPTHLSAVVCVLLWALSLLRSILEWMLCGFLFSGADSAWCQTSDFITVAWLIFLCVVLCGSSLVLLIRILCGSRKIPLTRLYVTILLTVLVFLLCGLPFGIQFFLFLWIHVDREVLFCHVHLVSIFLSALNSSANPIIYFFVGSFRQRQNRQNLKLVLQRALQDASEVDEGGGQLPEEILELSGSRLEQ
#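 Test system: HEK293 cells stably expressing human MrgX1 receptor; amount: 15,000 cells per well; doses: compound delivered in addition one of three; times: overnight plating before 1 h dye loading; detection: Fluo-4 NW calcium-flux fluorescence, kinetic read; read-out basis: B-scored fluorescence response ratio; controls: positive and negative controls per plate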
# MrgX1 PAM = human MrgX1 positive allosteric modulation, primary screen; actives 0.63% (n = 310,000); B-score at 10 µM; AID 588675; Q96LB2; MrgX1-HEK293, Fluo-4 calcium flux, FDSS; stronger effect = higher value;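 active means plate-corrected calcium response at least 3 library SD above typical, normal starting fluorescence, not activating the receptor alone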;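 further: compound read alongside a low EC10 to EC30 dose of BAM8-22 agonist; peak minus trough fluorescence over baseline measured at the second addition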
# SKKanGAS inh = SKKanGAS growth inhibition; inhibition, % at 7.5 µM; S. pyogenes SKKanGAS, kanamycin growth, BacTiter-Glo, 6 h; actives 1.3% (n = 300,000); AID 1662;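 active means mean replicate score, as percent of positive control median, at least 50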;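 further: strain carries kanamycin resistance gene driven by streptokinase promoter and grows in 40 µg/ml kanamycin; loss of luminescence reflects streptokinase promoter inhibition or plain growth inhibition; 0% = median of DMSO wells and 100% = positive control at its reference dose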
# RGS4 act = RGS4 potentiation or activation; HEK293 M3R/inducible RGS4, carbachol calcium flux Fluo4; stronger effect = lower value; B-score at 10 µM; actives 0.92% (n = 310,000); AID 463111;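 active means B-score of the integrated calcium signal more than 4 SD below the library mean, with starting fluorescence not abnormally high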;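 further: negative B-score means reduced calcium response which marks RGS4 activation or potentiation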
#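 Assay system: HEK293 FlpIn-TREx cells, stable M3R, doxycycline-inducible RGS4 / Probe or stimulus: carbachol, ECmax concentration / Times: overnight RGS4 induction, 30 min dye load 37 °C, 20 min compound RT / Signal: kinetic calcium fluorescence imaging with Fluo4-AM dye, 2 µM / Measure: Agonist-evoked peak-minus-minimum fluorescence over baseline, integrated ratio, B score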
# ANO1 block = mouse TMEM16A channel inhibition, primary screen; Q8BHY3; HEK293 TMEM16A/YFP iodide influx fluorescence, ionomycin; normalized B-score (activity score, 25-100; higher = stronger inhibition) at 10 µM; actives 1.2% (n = 310,000);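 active means ratio plate-corrected score three or more library SD toward inhibition, starting fluorescence score within five deviations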;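 further: score derived from kinetic fluorescence span divided by baseline fluorescence per well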
# HDAC3 inh = blocks human histone deacetylase 3; O15379; inhibition, % at 8.3 µM; actives 0.15% (n = 320,000); recombinant HDAC3, fluorogenic peptide/trypsin coupled, fluorescence; in the data active means inhibition above about 26%, passing the limit was not always enough
# Target sequence (O15379 whole entry, looked up): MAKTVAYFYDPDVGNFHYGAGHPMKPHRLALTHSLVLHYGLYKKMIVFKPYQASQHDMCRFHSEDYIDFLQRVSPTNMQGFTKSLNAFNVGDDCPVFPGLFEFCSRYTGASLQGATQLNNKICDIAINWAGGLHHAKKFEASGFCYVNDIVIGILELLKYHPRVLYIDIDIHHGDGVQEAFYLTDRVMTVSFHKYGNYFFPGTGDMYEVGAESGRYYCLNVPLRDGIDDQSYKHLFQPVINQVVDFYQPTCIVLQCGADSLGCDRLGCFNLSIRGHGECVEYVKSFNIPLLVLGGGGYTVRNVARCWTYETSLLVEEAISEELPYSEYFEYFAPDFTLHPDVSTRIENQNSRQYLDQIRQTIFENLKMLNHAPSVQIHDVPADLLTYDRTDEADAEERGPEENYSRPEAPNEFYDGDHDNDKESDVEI
# MrgX1 antagonist = blocks BAM8-22 activation of human MrgX1 receptor; actives 1.3% (n = 310,000); AID 588676; B-score at 10 µM; MRGX1-HEK293 calcium flux, Fluo-4, BAM8-22 antagonism; stronger effect = lower value; Q96LB2;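 active means calcium-response B-score plate-corrected more than 3 library SD below zero, starting fluorescence within 5 deviations, no agonist response on first addition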;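 further: peak minus trough fluorescence over baseline after final BAM8-22 challenge near maximal dose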
# TRPC6 act = activators of mouse TRPC6 channel; B-score at 10 µM; actives 0.13% (n = 310,000); HEK293-TRPC6 membrane potential dye fluorescence; stronger effect = higher value; Q61143;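 active means B-score of the integrated fluorescence ratio above library mean plus 3 SD, and starting fluorescence ratio within library mean plus 5 SD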;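 further: higher score means more depolarization so channel activation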
# Numbers without * were called inactive; i = inactive; nt = not tested or not shown.
Molecule	RGS4 inh	TRPC6 inhibitor	ANO1 activ	MrgX1 agonist	MrgX1 PAM	SKKanGAS inh	RGS4 act	ANO1 block	HDAC3 inh	MrgX1 antagonist	TRPC6 act
Cc1ccc(OCc2ccc(C(=O)O)o2)c([N+](=O)[O-])c1	i	i	i	i	i	-1	i	i	-8	i	i
Cc1cc(NC(=O)CSc2n[nH]c(N)n2)no1	i	i	i	i	i	2	i	i	-3	i	i
Brc1ccc(OCCCN2CCOCC2)cc1	i	i	i	i	i	-2	i	i	12	i	i
Cc1ccc(C(=O)NC(=S)/C=C2\N(C)c3ccccc3C2(C)C)cc1	i	i	i	i	i	-5	i	i	10	i	i
Cc1cn([C@@H](CCCCN)C(=O)NCCCCCCCCCCC(=O)N2CCNCC2)nn1	nt	nt	i	i	i	0	nt	i	0	i	nt
O=C1C2C3C=CC(C3)C2C(=O)N1CCc1ccccc1 (centres undefined)	i	i	i	i	i	7	i	i	1	i	i
CCOc1ccc(Nc2oc(-c3cccs3)nc2C#N)cc1	i	i	i	i	i	-4	i	i	-14	i	i
COc1ccc(Cl)cc1S(=O)(=O)N(C)CC(=O)NCc1ccc2c(c1)OCO2	i	i	i	i	i	11	i	i	0	i	i
COc1ccc(-c2nc3ccccc3[nH]2)cc1	i	i	i	i	i	26	i	i	-4	i	i
O=C(CCc1ccccc1)Nc1ccccc1F	i	i	i	i	i	-9	i	100*	-6	i	i
O=C(NCCn1c(C(F)(F)F)nc2ccccc21)[C@H]1CCCN1c1nc(CN2CCCCC2)cs1	i	i	i	i	i	3	i	i	-5	i	i
COCC(C)n1c(C)cc(C(=O)CSc2nnc(N)s2)c1C (centres undefined)	i	i	i	i	i	1	i	i	2	i	i
OC(COCC(F)(F)C(F)(F)C(F)(F)C(F)F)Cn1c2ccccc2c2ccccc21 (centres undefined)	i	i	i	i	i	11	i	i	6	i	i
CN(c1ccc(C(=O)N2CCN(Cc3ccccc3)CC2)cc1)S(=O)(=O)c1ccc(Cl)cc1	i	i	i	i	i	26	i	i	4	i	i
CCOc1cc(C(=O)O)cc(Cl)c1OC	i	i	i	i	i	nt	i	i	1	i	i
CS(=O)(=O)N(CC(=O)Nc1ccc(S(=O)(=O)N2CCOCC2)cc1)c1ccccc1Cl	i	i	i	i	i	-9	i	i	-1	i	i
Cc1ccc(NC(=O)CSCC(=O)Nc2ccc(S(=O)(=O)N3CCCC3)cc2)cc1	i	i	i	i	i	-2	i	i	-1	i	i
Cc1ccc(NC2=CC(=O)CC(C)(C)C2)cc1C	i	i	i	i	i	-8	i	i	3	i	i
c1cn(CCCNc2ncnc3sc4c(c23)CCC4)cn1	i	i	i	i	i	0	i	i	0	i	i
C/C(=N\NC(=O)C1COc2ccccc2O1)c1cccs1 (centres undefined)	i	i	i	i	i	5	i	i	3	i	i
CC(=O)c1ccc(N=Cc2c(O)n(-c3cc(Cl)ccc3N3CCOCC3)c(=O)c3ccccc23)cc1	i	i	i	i	i	26	i	i	6	i	i
COC(=O)c1ccc(N=Cc2c(C(F)(F)F)[nH]n(C)c2=O)cc1	i	i	i	i	i	7	i	i	0	i	i
Clc1ccc(-c2nnc3cccc(Cl)n23)c(Cl)c1	i	i	i	i	i	-3	i	i	5	i	i
O=C(NC1CCCCC1)N1CCN(C(=O)c2ccco2)CC1	i	i	i	i	i	-1	i	i	-5	i	i
COc1ccc(Cc2nnc(SCC(=O)NCC3CCCO3)o2)cc1 (centres undefined)	i	i	i	i	i	-5	i	i	4	i	i
COC(=O)Cc1csc(Nc2c(C)n(C)n(-c3ccccc3)c2=O)n1	i	i	i	i	i	7	i	i	-9	i	i
Cc1ccc(C(=O)Nc2cccc(C(F)(F)F)c2)cc1Nc1ccccn1	i	i	i	i	i	-1	i	i	16	i	i
C#CC(CO)N(CCN(Cc1ccccc1)C(C#C)CO)Cc1ccccc1 (centres undefined)	i	i	i	i	i	-8	i	i	5	i	i
CC(=O)NCCc1nc(-c2ccc(Cl)cc2)no1	i	i	i	i	i	11	i	i	-2	i	i
O=C(NNC(=S)Nc1ccc(F)cc1)c1ccccc1OC(F)F	i	i	i	i	i	-4	i	i	0	i	i
COc1ccccc1/C=C/C=N/NC(=O)c1cc(-c2ccc(C)o2)[nH]n1	i	i	i	i	i	0	i	i	6	i	i
O=C(Nc1cccc(NC(=O)N2CCN(c3ccccc3)CC2)c1)N1CCN(c2ccccc2)CC1	i	i	i	i	i	15	i	i	7	i	i
O=C(Nc1cccc(Cl)c1N1CCOCC1)c1ccc2c(c1)OCCO2	i	i	i	i	i	20	i	i	7	i	i
Cc1ccccc1NC(=O)c1nn(C)c(C(=O)Nc2ccccc2C)c1[N+](=O)[O-]	i	i	i	i	i	8	i	i	0	i	i
CC(=O)c1ccc(N2CCN(C(=O)Cc3cccs3)CC2)cc1	i	i	i	i	i	-6	i	i	4	i	i
Oc1ccc(C[C@@H]2CNCCN2CCc2cc(C(F)(F)F)cc(C(F)(F)F)c2)cc1	i	i	i	i	i	5	i	i	5	i	i
CC1CC(OCC(O)CN2CCOCC2)CC(C)(C)C1 (centres undefined)	i	i	i	i	i	1	i	i	nt	i	i
CC(=O)Nc1ccc(S(=O)(=O)N2CCN(c3ncccn3)CC2)cc1	i	i	i	i	i	-2	i	i	1	i	i
O=C(NC(=S)Nc1ccc2[nH]c(=O)[nH]c2c1)c1cncc(Br)c1	i	i	i	i	i	13	i	i	-7	i	i
CCOC(=O)c1ccc(N2C(=O)CC(Sc3nc(C)cc(C)n3)C2=O)cc1 (centres undefined)	i	i	i	i	i	3	i	i	-8	i	i
CCc1cc(=O)oc2cc(OC(C)C(=O)O)c(Cl)cc12 (centres undefined)	i	i	i	i	i	-2	i	i	-6	i	i
CC(C)Oc1cccc(C(=O)C2CCCN(C(=O)c3ccoc3)C2)c1 (centres undefined)	i	i	i	i	i	7	i	i	1	i	i
CCc1ccccc1NC(=O)CC(O)(C(=O)OC)C(F)(F)F (centres undefined)	i	i	i	i	i	-14	i	i	7	i	i
O=c1c2ccccc2ncn1-c1ccccc1C(F)(F)F	i	i	i	i	i	-8	i	i	1	i	i
Cc1ccc2c(C)c(C(=O)N3CCN(c4ccncc4)CC3)oc2c1C	i	i	i	i	i	4	i	i	-3	i	i
Cc1ccc(CSCC(=O)N2CCN(c3ccccc3)CC2)cc1	i	i	i	i	i	-4	i	i	3	i	i
N#C/C(=C/c1cn(-c2ccccc2)nc1-c1cccc(S(=O)(=O)N2CCOCC2)c1)C(=O)NCc1ccco1	i	i	i	i	i	5	i	i	-1	i	i
COc1ccccc1N1CCN(C2CCCN(S(=O)(=O)c3ccccc3)C2)CC1 (centres undefined)	i	i	i	i	i	25	i	i	-3	i	i
CN1CCN(C(=O)C2CCC(=O)N(CCc3cccc(F)c3)C2)CC1 (centres undefined)	i	i	i	i	i	9	i	i	-5	i	i
Cn1c(CNc2nc(-c3ccccc3)cs2)nnc1SCC(=O)N1CCc2ccccc21	i	i	i	i	i	6	i	i	7	i	i
C=CCNC(=O)CSc1nc2cc(C(=O)OCC)ccc2n1CC	i	i	i	i	i	-3	i	i	-2	i	i
O=C1OC(c2ccc(Br)cc2)=N/C1=C\c1ccco1	i	i	i	i	i	8	i	i	10	i	i
O=C(NCc1ccncc1)c1cnccn1	i	i	i	i	i	-26	i	i	-8	i	i
CCOc1c(Br)cc(C(=O)N2CCCN(C)CC2)cc1OC	i	i	nt	i	i	-1	i	i	1	i	i
COC1=CC(=O)CC(C)C12Oc1c(Cl)c(OC)cc(OC)c1C2=O (centres undefined)	i	i	i	i	i	-6	i	i	nt	i	i
O=c1[nH]c(SCc2ccc(Cl)cc2)nc2c1CCC2	i	i	i	i	i	-1	i	i	3	i	i
CCOC(=O)C1CCCCN1C(=O)CCc1c(C)nc2cc(-c3ccccc3)nn2c1C (centres undefined)	i	i	i	i	i	5	i	i	-2	i	i
CCOc1nc(C)ccc1-c1noc(-c2ccncc2)n1	i	i	i	i	i	-6	i	i	3	i	i
CC(C)[C@H](NC(=O)C1CCN(S(=O)(=O)c2ccc(F)cc2)CC1)C(=O)N1CCCC1	i	i	i	i	i	-5	i	i	1	i	i
COc1ccc(C(=O)Nc2cccc(OC(=O)c3ccco3)c2)cc1	i	i	i	i	i	-4	i	i	2	i	i

# Next part.
Molecule	RGS4 inh	TRPC6 inhibitor	ANO1 activ	MrgX1 agonist	MrgX1 PAM	SKKanGAS inh	RGS4 act	ANO1 block	HDAC3 inh	MrgX1 antagonist	TRPC6 act
CN(C)S(=O)(=O)n1cc(/C=C(\NC(=O)c2ccccc2F)C(=O)N2CCOCC2)c2ccccc21	i	i	i	i	i	3	i	i	2	i	i
NC(=O)c1cc(NC(=O)c2cc(Br)c(Br)s2)cc(C(N)=O)c1	i	i	i	i	i	-14	i	i	1	i	i
COc1ccccc1-n1c(SCC(=O)N2CCCCC2)nc(O)c(Cc2ccccc2)c1=O	i	i	i	i	i	-5	i	i	0	i	i
O=C(N/N=C/c1cccc([N+](=O)[O-])c1)c1cc[n+](CCO)cc1	i	-5.7*	i	i	i	3	i	i	-1	i	i
COc1cccc(-c2nc(CS(=O)(=O)CC(=O)Nc3ccccc3C)c(C)o2)c1	i	i	i	i	i	10	i	i	4	i	i
O=C(Cc1ccccc1Cl)NCCCn1ccnc1	i	i	i	i	i	-6	i	i	1	i	i
CCOC(=S)SCC(=O)Nc1ncc(C)s1	i	i	i	i	i	1	i	i	9	i	i
CN(C(=O)c1cccc(C#N)c1)c1nnc(-c2ccccn2)s1	i	i	i	i	i	0	i	i	-1	i	i
Cc1cc(C)c2[nH]c(=O)c(CN(Cc3cccs3)C(=S)NCC3CCCO3)cc2c1 (centres undefined)	i	i	i	i	i	-2	i	i	6	i	i
Cc1cccc2cc(CN(CC3CCCO3)C(=O)c3ccco3)c3nnnn3c12 (centres undefined)	i	i	nt	i	i	-2	i	i	0	i	i
CCCCNC(=O)CNC(=S)N(Cc1cc(OC)c(OC)c(OC)c1)C1CCCC1	i	i	i	i	i	-18	i	i	11	i	i

# High-throughput results (PubChem)
